Compound activity (PubChem BioAssay)
TNAP activation fold: stimulation of alkaline phosphatase TNAP activity – biochemical, luminescent, no phosphate acceptor, uHTS, primary screen (AID 1001). 200,000 tested, 0.03% active. one-dose activation fold at 20 µM; EC50 in µM for titrated hits. purified TNAP, luminescent activation assay, no phosphate acceptor; higher activation fold means a stronger effect; in the data active means activation fold from about 3, or a potency from the dose series; inactive means the rest, 99 in 100 with activation fold below about 1.6; further: many of its hits are not listed in these tables
SIAH1 antagonists: blockers of Siah-1 interaction with plectin peptide – biochemical, fluorescence polarization, rhodamine-plectin, uHTS, primary screen (AID 1817); Siah-1 / rhodamine-plectin peptide fluorescence polarization; higher % means a stronger effect; displacement, % at 20 µM; hits with a dose series show IC50 in µM; 290,000 tested, 0.02% active;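 active means displacement of at least 50% at 20 µM, with a fluorescence ratio check between 0.3 and a set limit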;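 further: plate controls were Siah plus tracer with DMSO for no effect and tracer alone without Siah for full effect; strong numbers were not always called active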
WT yeast gro inh: growth inhibition of WT yeast, mitochondrial fusion screen. mitochondrial fusion phenotypic screen, WT strain. inhibition, % at 10 µM. 190,000 tested, 2.1% active. AID 1362; in the data active means inhibition above about 58%; tested in S. cerevisiae
PhoP inhibition: inhibitors of PhoP regulon expression, primary screen, Salmonella Typhimurium, GFP reporter (AID 1863); S. Typhimurium PhoP-regulated promoter GFP reporter, 4 h; higher % means a stronger effect; inhibition, % at 50 µM; hits with a dose series show IC50 in µM; 300,000 tested, 0.16% active;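 active means inhibition over 29.93%, a cutoff 3 SD above the screen mean, later confirmed by dose response; inconclusive means inhibition over 29.93% but no dose response follow-up; inactive means inhibition at most 29.93% or unconfirmed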;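 further: 0% = low Mg2+ inducing control and 100% = high Mg2+ repressing control; strong numbers were not always called active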
Myeloid diff MLP: myeloid differentiation induction | ER-HoxA9 myeloid progenitors, lysozyme-GFP differentiation, flow cytometry | calls only at 10 µM | 360,000 tested, 1% active | AID 624256;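 active means normalized GFP-positive differentiation at or above the plate's own cutoff, the solvent-only control mean plus 3 SD; inconclusive means no clear call, values can overlap the other calls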;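 further: cells exposed to compound for four days before flow analysis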
RSV antiviral HEp-2: RSV antiviral activity via CPE protection, HEp-2 cells, primary 10 µM value included (AID 2391) | HEp-2 cells, RSV-induced CPE inhibition; higher % means a stronger effect | one-dose CPE inhibition, % at 10 µM; IC50 in µM for titrated hits | 310,000 tested, 0.13% active; in the data active means a potency from the dose series; inconclusive means CPE inhibition mostly from about 23% at the one dose, without a potency; inactive means the rest, 99 in 100 with CPE inhibition below about 21%; further: strong numbers were not always called active
PMI inhibitors: MPI enzyme activity inhibition – biochemical, fluorescence intensity, coupled assay, primary screen (AID 1209) | purified PMI enzyme, coupled fluorescence intensity; higher % means a stronger effect | inhibition, % at 20 µM, or IC50 in µM where a hit was titrated | 190,000 tested, 0.42% active;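 further: plate controls were DMSO vehicle for no effect and wells lacking substrate for full effect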
PMI inhibition: MPI inhibition at elevated mannose 6-phosphate – biochemical, fluorescence intensity, high mannose 6-phosphate, primary screen (AID 1220); recombinant PMI enzyme, coupled fluorescence intensity; higher % means a stronger effect; 190,000 tested, 0.66% active; one-dose inhibition, % at 20 µM; IC50 in µM for titrated hits
XIAP antagonists: XIAP antagonists, biochemical, IAP family, fluorescence polarization (AID 1018) | XIAP BIR domain, fluorescence polarization peptide displacement; higher % means a stronger effect | 200,000 tested, 0.007% active | displacement, % at 20 µM, or IC50 in µM where a hit was titrated; in the data active means displacement above about 50%; further: a part of the inactive calls stands beside numbers as strong as those of hits
WT yeast gro inh mutant strain: further read-out of WT yeast gro inh, marked with its call; inhibition, %; mitochondrial fusion phenotypic screen, mutant strain inhibition
Myeloid diff MLP GFP+ MAC1+ %: also measured in Myeloid diff MLP; calls as there; GFP+ MAC1+ double positive, %; measured here: differentiation confirmed by MAC1 staining
* hit, by the source's call. Unless noted, no stated cut-off is given here; in the data, active means inhibition above about 50%; inactive means the rest.

N#CCC(=O)Nc1ccc(C(=O)Nc2cccc(S(N)(=O)=O)c2)cc1 was read as SIAH1 antagonists 0.2%, PhoP inhibition -6.9%, Myeloid diff MLP inactive, RSV antiviral HEp-2 2.8% and Myeloid diff MLP GFP+ MAC1+ % 0.3.
`COc1ccc(S(=O)(=O)N(C)c2ccc(C(=O)NCc3ccccn3)cc2)cc1` gave SIAH1 antagonists -0.7%, PhoP inhibition -9.1%, Myeloid diff MLP inactive, RSV antiviral HEp-2 0.6% and Myeloid diff MLP GFP+ MAC1+ % 0.9.
COc1cc2c(cc1OC)C(c1ccc(Br)cc1)N(C(=O)c1ccccc1C(=O)O)CC2 (stereo unspecified) was read as SIAH1 antagonists 4.2%, PhoP inhibition 2.7%, Myeloid diff MLP inactive, RSV antiviral HEp-2 2.1% and Myeloid diff MLP GFP+ MAC1+ % 0.6.
`O=C(COc1ccc(Cl)cc1)Nc1cc(NC(=O)COc2ccc(Cl)cc2)cc(C(=O)O)c1` gave SIAH1 antagonists 0.4%, PhoP inhibition -0.9%, Myeloid diff MLP inactive, RSV antiviral HEp-2 18.2% and Myeloid diff MLP GFP+ MAC1+ % 0.2.
OCCCNc1cc(-c2ccccc2)nc2cc(-c3ccc(F)cc3)nn12 was read as SIAH1 antagonists -3.6%, PhoP inhibition -6.5%, Myeloid diff MLP inactive, RSV antiviral HEp-2 22.4µM* and Myeloid diff MLP GFP+ MAC1+ % 0.0.
Screening O=C(Cn1cnc2c(cnn2-c2ccc(F)cc2)c1=O)N1CCN(c2ccccc2F)CC1 returned TNAP activation fold 1.1, SIAH1 antagonists 0.4%, WT yeast gro inh -5.5, PhoP inhibition -12.9%, Myeloid diff MLP inactive, RSV antiviral HEp-2 0.6%, PMI inhibitors 9.3%, PMI inhibition 3.0%, XIAP antagonists 1.0%, WT yeast gro inh mutant strain 2.8 and Myeloid diff MLP GFP+ MAC1+ % 6.2.
Screening C=C(C)c1cccc(C(C)(C)NC(=O)N2CCN(C)CC2)c1 returned TNAP activation fold 1, SIAH1 antagonists 1.1%, WT yeast gro inh -1.4, PhoP inhibition -6.6%, Myeloid diff MLP inactive, RSV antiviral HEp-2 1.4%, PMI inhibitors 7.8%, PMI inhibition 9.0%, XIAP antagonists -3.5%, WT yeast gro inh mutant strain -23.9 and Myeloid diff MLP GFP+ MAC1+ % 2.3.
COc1ccc(CCNC(=O)CSc2n[nH]c(C)c2[N+](=O)[O-])cc1OC was read as TNAP activation fold 1, SIAH1 antagonists -3.3%, WT yeast gro inh 0.5, PhoP inhibition -5.0%, Myeloid diff MLP inactive, RSV antiviral HEp-2 1.1%, PMI inhibitors -22.3%, PMI inhibition -39.8%, XIAP antagonists -6.3%, WT yeast gro inh mutant strain 3.6 and Myeloid diff MLP GFP+ MAC1+ % 0.1.
`Cn1c(N)c(C(=O)COC(=O)c2ccccc2NCc2ccco2)c(=O)n(C)c1=O` gave TNAP activation fold 1, SIAH1 antagonists 2.6%, WT yeast gro inh 12.2, PhoP inhibition -1.0%, Myeloid diff MLP inactive, RSV antiviral HEp-2 1.8%, PMI inhibitors 2.1%, PMI inhibition 4.1%, XIAP antagonists -5.9%, WT yeast gro inh mutant strain -19.6 and Myeloid diff MLP GFP+ MAC1+ % 0.0.
`COc1ccccc1NC(=O)COC(=O)C12CC3CC(CC(Cl)(C3)C1)C2` gave TNAP activation fold 1.1, SIAH1 antagonists 9.0%, WT yeast gro inh 17.8, PhoP inhibition -9.2%, Myeloid diff MLP inactive, RSV antiviral HEp-2 -0.2%, PMI inhibitors 14.0%, PMI inhibition 11.9%, XIAP antagonists -5.4%, WT yeast gro inh mutant strain 12.0 and Myeloid diff MLP GFP+ MAC1+ % 0.1.
Screening CC(=O)c1cccc(N2C(=NC(=O)COc3ccccc3)SC3CS(=O)(=O)CC32)c1 (stereo unspecified) returned SIAH1 antagonists 0.6%, PhoP inhibition 6.3%, Myeloid diff MLP inactive, RSV antiviral HEp-2 -0.6% and Myeloid diff MLP GFP+ MAC1+ % 3.7.
`Cc1cc(C)c(C#N)c(SCS(=O)Cc2ccccc2)n1` (stereo unspecified) gave TNAP activation fold 1, SIAH1 antagonists 1.8%, WT yeast gro inh 10.5, PhoP inhibition 4.3%, Myeloid diff MLP inactive, RSV antiviral HEp-2 4.1%, PMI inhibitors 6.4%, PMI inhibition 10.6%, XIAP antagonists -17.6%, WT yeast gro inh mutant strain -0.6 and Myeloid diff MLP GFP+ MAC1+ % 6.8.
Screening COc1ccc(CN(Cc2nc3ccccc3c(=O)[nH]2)C(=O)C(C)(C)C)cc1 returned TNAP activation fold 1.1, SIAH1 antagonists 6.1%, WT yeast gro inh 4.1, PhoP inhibition -9.6%, Myeloid diff MLP inactive, RSV antiviral HEp-2 2.1%, PMI inhibitors 3.9%, PMI inhibition -0.8%, XIAP antagonists -3.6%, WT yeast gro inh mutant strain 9.1 and Myeloid diff MLP GFP+ MAC1+ % 1.7.
`Cc1cccc(NC(=O)CSc2nnc(CSc3nc(C)cc(C)n3)o2)c1` gave TNAP activation fold 1.1, SIAH1 antagonists -4.3%, WT yeast gro inh -8.4, PhoP inhibition -8.3%, Myeloid diff MLP inactive, RSV antiviral HEp-2 2.7%, PMI inhibitors -8.6%, PMI inhibition -2.3%, XIAP antagonists -2.8%, WT yeast gro inh mutant strain 3.8 and Myeloid diff MLP GFP+ MAC1+ % 1.6.
Screening Nc1cc(=O)[nH]c(SCc2cccc3ccccc23)n1 returned SIAH1 antagonists -2.1%, PhoP inhibition -9.4%, Myeloid diff MLP inactive, RSV antiviral HEp-2 9.5% and Myeloid diff MLP GFP+ MAC1+ % 0.3.
S=c1[nH]nc(-c2ccco2)n1/N=C/C(Cl)=C/c1ccccc1 was read as SIAH1 antagonists 3.6%, PhoP inhibition -10.3%, Myeloid diff MLP inactive, RSV antiviral HEp-2 inconclusive and Myeloid diff MLP GFP+ MAC1+ % 0.6.
For Cc1ccc(-c2nnn(CC(=O)N(CCO)C(C(=O)NC(C)(C)C)c3ccncc3)n2)cc1 (stereo unspecified) the results were TNAP activation fold 1.1, SIAH1 antagonists 0.7%, WT yeast gro inh -2.9, PhoP inhibition -5.4%, Myeloid diff MLP inactive, RSV antiviral HEp-2 -0.8%, PMI inhibitors -10.8%, PMI inhibition -4.6%, XIAP antagonists 1.9%, WT yeast gro inh mutant strain 5.9 and Myeloid diff MLP GFP+ MAC1+ % 5.6.
For COC(=O)c1cc(S(=O)(=O)C(C)C)c(S(C)=O)s1 (stereo unspecified) the results were SIAH1 antagonists 2.8%, PhoP inhibition 4.9%, Myeloid diff MLP inactive, RSV antiviral HEp-2 0.7% and Myeloid diff MLP GFP+ MAC1+ % 1.2.
`CCOc1ccc(OCC)c(Nc2cc(C)nc3nc(C)nn23)c1` gave TNAP activation fold 1, SIAH1 antagonists -0.1%, WT yeast gro inh 20.3, PhoP inhibition 28.0%, Myeloid diff MLP inactive, RSV antiviral HEp-2 3.0%, PMI inhibitors 6.0%, PMI inhibition 16.7%, XIAP antagonists -11.9%, WT yeast gro inh mutant strain 16.3 and Myeloid diff MLP GFP+ MAC1+ % 3.8.
`Cc1onc(-c2ccccc2Cl)c1C(=O)NCCN1Cc2ccccc2C1=O` gave TNAP activation fold 1.1, SIAH1 antagonists -2.7%, WT yeast gro inh -8.2, PhoP inhibition 5.4%, Myeloid diff MLP inactive, RSV antiviral HEp-2 0.0%, PMI inhibitors -1.3%, PMI inhibition -2.9%, XIAP antagonists -10.9%, WT yeast gro inh mutant strain -3.3 and Myeloid diff MLP GFP+ MAC1+ % 2.0.
For O=C(Nc1cccnc1)c1ccc(C(=O)Nc2cccnc2)cc1 the results were TNAP activation fold 1.1, SIAH1 antagonists 4.0%, WT yeast gro inh 1.8, PhoP inhibition 10.6%, Myeloid diff MLP inactive, RSV antiviral HEp-2 -0.9%, PMI inhibitors 1.1%, PMI inhibition 7.4%, XIAP antagonists -5.3%, WT yeast gro inh mutant strain -15.4 and Myeloid diff MLP GFP+ MAC1+ % 0.6.
For CCOC(=O)c1cc(C)sc1NC(=O)c1ccc(Cl)s1 the results were TNAP activation fold 1.1, SIAH1 antagonists 2.2%, PhoP inhibition -3.1%, Myeloid diff MLP inactive, RSV antiviral HEp-2 2.4%, PMI inhibitors 0.0%, PMI inhibition -3.8%, XIAP antagonists -4.7% and Myeloid diff MLP GFP+ MAC1+ % 0.9.
O=C(Cc1cccs1)N(c1ccccc1)C1C=CS(=O)(=O)C1 (stereo unspecified) was read as TNAP activation fold 1, SIAH1 antagonists -2.4%, WT yeast gro inh -2.5, PhoP inhibition 20.2%, Myeloid diff MLP inactive, RSV antiviral HEp-2 0.6%, PMI inhibitors -7.8%, PMI inhibition -28.9%, XIAP antagonists -8.1%, WT yeast gro inh mutant strain 0.7 and Myeloid diff MLP GFP+ MAC1+ % 4.7.
`Nc1c2c(nn1-c1ccccc1)CCC2` gave SIAH1 antagonists 1.9%, PhoP inhibition -2.6%, Myeloid diff MLP inactive, RSV antiviral HEp-2 0.4% and Myeloid diff MLP GFP+ MAC1+ % 0.7.
`Cc1cc(C)cc(N2CCCn3c2nc2c3c(=O)[nH]c(=O)n2C)c1` gave SIAH1 antagonists 4.1%, PhoP inhibition -1.5%, Myeloid diff MLP inactive, RSV antiviral HEp-2 10.3% and Myeloid diff MLP GFP+ MAC1+ % 0.5.
For COc1cc(C(=O)Nc2cc(C)ccn2)cc(OC)c1OC the results were TNAP activation fold 1.1, SIAH1 antagonists 1.8%, WT yeast gro inh 0.0, PhoP inhibition 12.1%, Myeloid diff MLP inactive, RSV antiviral HEp-2 2.2%, PMI inhibitors 3.4%, PMI inhibition 0.5%, XIAP antagonists -2.6%, WT yeast gro inh mutant strain 7.4 and Myeloid diff MLP GFP+ MAC1+ % 1.6.
For O=C(c1cccc(-c2ccc(O)cc2)c1)N1CCN(c2ccc(F)cc2)CC1 the results were TNAP activation fold 1.1, SIAH1 antagonists -0.3%, WT yeast gro inh -6.7, PhoP inhibition -11.0%, RSV antiviral HEp-2 -1.4%, PMI inhibitors 1.6%, PMI inhibition 5.3%, XIAP antagonists -2.6% and WT yeast gro inh mutant strain -6.1.
For CCOc1ccc(NC(=O)COc2nsnc2N2CCOCC2)cc1 the results were TNAP activation fold 1, SIAH1 antagonists -2.9%, WT yeast gro inh 17.2, PhoP inhibition -1.6%, Myeloid diff MLP inactive, RSV antiviral HEp-2 5.6%, PMI inhibitors -7.3%, PMI inhibition -0.3%, XIAP antagonists -2.9%, WT yeast gro inh mutant strain 8.3 and Myeloid diff MLP GFP+ MAC1+ % 0.5.
